# ROC1-CUL1 inh: inhibitors of human ROC1-CUL1 ubiquitin ligase activity. in vitro K48 di-Ub FRET, acceptor:donor ratio, 45 min. inhibition, % at 10 µM. hit rate 0.6% among 140,000; in the data active = inhibition above about 25%
# Target sequence (P62877 whole entry, looked up): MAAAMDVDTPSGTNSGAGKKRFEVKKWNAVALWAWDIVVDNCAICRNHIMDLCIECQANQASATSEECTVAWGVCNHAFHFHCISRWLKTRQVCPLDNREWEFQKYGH
# Target sequence (Q13616 whole entry, looked up): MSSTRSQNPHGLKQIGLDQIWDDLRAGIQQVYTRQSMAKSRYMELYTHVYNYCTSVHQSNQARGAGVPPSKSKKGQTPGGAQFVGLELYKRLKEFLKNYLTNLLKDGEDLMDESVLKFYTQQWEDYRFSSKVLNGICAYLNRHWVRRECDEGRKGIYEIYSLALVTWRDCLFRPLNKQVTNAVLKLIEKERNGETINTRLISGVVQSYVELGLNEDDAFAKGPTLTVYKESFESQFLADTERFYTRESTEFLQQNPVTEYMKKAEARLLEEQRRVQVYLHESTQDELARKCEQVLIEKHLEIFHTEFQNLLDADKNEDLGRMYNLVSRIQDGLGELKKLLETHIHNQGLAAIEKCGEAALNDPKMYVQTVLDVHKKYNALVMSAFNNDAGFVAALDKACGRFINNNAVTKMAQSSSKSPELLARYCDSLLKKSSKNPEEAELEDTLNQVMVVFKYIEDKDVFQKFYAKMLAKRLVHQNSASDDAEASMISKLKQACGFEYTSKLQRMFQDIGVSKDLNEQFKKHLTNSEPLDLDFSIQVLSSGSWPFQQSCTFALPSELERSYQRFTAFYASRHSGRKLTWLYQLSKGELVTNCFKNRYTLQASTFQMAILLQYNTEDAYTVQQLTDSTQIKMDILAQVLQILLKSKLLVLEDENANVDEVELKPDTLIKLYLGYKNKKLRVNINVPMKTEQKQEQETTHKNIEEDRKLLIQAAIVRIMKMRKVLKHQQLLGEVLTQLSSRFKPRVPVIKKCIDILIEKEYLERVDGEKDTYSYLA
# Starred values were filed as active, the others as inactive. A portion of the library; rates above refer to the full screens.
smiles	ROC1-CUL1 inh
CC(C)(C)C(=O)N1CCN(c2ccc(NC(=O)c3cccc(F)c3)cc2Cl)CC1	-0.8
CC(=O)N1CCCc2cc(S(=O)(=O)N(C)CC(=O)Nc3cccc(C)c3C)ccc21	-4.4
CCc1ccc(/C=C/C(=O)C2C=C(Br)C=CC(=O)C2=O)cc1 (stereo not given)	0.1
CCCn1nnc(NC(=O)c2sc3cc(Cl)ccc3c2Cl)n1	2.9
Cc1nnc(NC(=O)c2ccc(C(=O)Nc3nnc(C)s3)nc2)s1	-3.5
CCOCCCNC(=O)c1ccc(N(C)S(C)(=O)=O)cc1	-1.8
O=C(Nc1ccc(Cl)cc1)Nc1ccc(C2(c3ccc(NC(=O)Nc4ccc(Cl)cc4)cc3)c3ccccc3-c3ccccc32)cc1	-10.3
Clc1cccc(Nc2ncnc3sc4c(c23)CCCC4)c1	5.2
Cc1cc(C)c(NC(=O)C2CCCCC2)c(C)c1	-4.2
CCOC(=O)N1CCC2(CC1)OS(=O)(=O)C(c1ccccc1)C2=N (stereo not given)	-5.0
CC(C)c1nnc(-c2ccccc2)c(N2CCN(C)CC2)n1	-2.3
ClC(C(Cl)n1nnc2ccccc21)n1nnc2ccccc21 (stereo not given)	-0.6
COc1ccc(Cc2nnc(NC(=O)C3CCCCC3)s2)cc1	-3.6
COc1cc(C(=O)Nc2cc(-c3nc4ccccc4o3)ccc2C)cc(OC)c1OC	-3.7
CCOC(=O)N1CCc2c(sc3nc(SCc4ccc(F)cc4)n(N)c(=O)c23)C1	-6.5
Cc1ccccc1C1C(/C=N/Nc2nc3ccccc3s2)=C(c2cccs2)Oc2ccccc21 (stereo not given)	5.0
C=CCO[C@H]1[C@H](NC(=O)COC)c2ccccc2C12CCN(Cc1cccc(OCCO)c1)CC2	2.7
CN(C)c1nc2nonc2nc1NCC1(N2CCOCC2)CCCCC1	-1.6
O=C(Nc1sc2c(c1C(=O)Nc1ccccc1)CCCCC2)c1ccccc1Br	0.4
C=CCSc1nnc2c(n1)OC(c1cc(C)ccc1OC(C)=O)N(C(C)=O)c1ccccc1-2 (stereo not given)	3.8
CCc1ncc(CNC(C)c2cnc(N(C)C3CCCCC3)nc2C)cn1 (stereo not given)	6.4
CC(C)N(C)[C@@H]1c2ccccc2C2(CCN(S(=O)(=O)N(C)C)CC2)[C@H]1O	-4.5
CCc1ccccc1NC(=O)CSc1nnc(COc2ccc(C)cc2)o1	-13.8
O=C(CCN1CCOCC1)N1N=C(c2ccccc2)CC1c1ccco1 (stereo not given)	12.3
Cc1nc2cc(NC(=O)N3CCC(c4ccccc4)C3)ccc2n1C (stereo not given)	0.2
COc1cc(NS(=O)(=O)c2ccc(NC(=O)c3cc(Cl)sc3Cl)cc2)ncn1	-4.4
COc1ccc(OC(=O)c2ccccc2OC)cc1	0.2
COc1cc2scc(Cc3ccc(Cl)cc3Cl)c(=O)c2cc1OC	-3.5
COc1cccc(-c2[nH]nc3c2C(c2ccc(OC)c(Br)c2)C(C#N)C(=N)O3)c1 (stereo not given)	-5.0
O=C(Nc1ccc(F)cc1F)c1cccc2c1C(=O)N(C1CCCCC1)C2	-8.1

# Given with the structure last: six of the compounds above.
ROC1-CUL1 inh,molecule
-4.5,CC(C)N(C)[C@@H]1c2ccccc2C2(CCN(S(=O)(=O)N(C)C)CC2)[C@H]1O
-13.8,CCc1ccccc1NC(=O)CSc1nnc(COc2ccc(C)cc2)o1
12.3,O=C(CCN1CCOCC1)N1N=C(c2ccccc2)CC1c1ccco1 (stereo not given)
0.2,Cc1nc2cc(NC(=O)N3CCC(c4ccccc4)C3)ccc2n1C (stereo not given)
-4.4,COc1cc(NS(=O)(=O)c2ccc(NC(=O)c3cc(Cl)sc3Cl)cc2)ncn1
0.2,COc1ccc(OC(=O)c2ccccc2OC)cc1

# More results.
smiles	ROC1-CUL1 inh
CC1(C)CC(=O)c2cnc(N3CCCC3)nc2C1	-2.2
O=C(NCC1CCCO1)C1CCN(C2CCN(C(=O)CC3CCCC3)CC2)CC1 (stereo not given)	7.0
CCn1cc(/C=C2\SC(=O)N(CC(=O)Nc3cccc(C)c3)C2=O)c2ccccc21	0.2
Cc1ccc(CNC(=O)c2ccc3c(c2)N(Cc2cccc(Cl)c2)C(=O)CS3)cc1	14.5
COc1ccc(N2CCN(C(=O)COc3ccccc3C#N)CC2)cc1	-5.5
CCS(=O)(=O)NC(C)CCc1ccccc1 (stereo not given)	-10.4
O=C(CCCn1c2ccccc2c(=O)c2ccccc21)Nc1ccc(F)cc1Cl	2.3
COc1cccc([C@@H](C)NC(=O)CCC2(Cc3cc(OC)ccc3F)CCC(=O)N2)c1 (stereo not given in full)	-5.9
Cc1ccc(C)c(Nc2nc(N3CCCCCC3)nc(N3CCOCC3)n2)c1	0.2
Cn1nnnc1SCCNCc1ccccc1Cl	-8.8
CC(C(=O)Nc1ccccc1)n1nnc2sc3c(c2c1=O)CCCC3 (stereo not given)	1.6
CCOc1ccc(C)cc1S(=O)(=O)NC(C)(C)C	-1.3
CC(O)CN1CCN(C2Cc3ccccc3Sc3ccc(Cl)cc32)CC1 (stereo not given)	3.5
CCCCOC(=O)c1ccc(Nc2ncc([N+](=O)[O-])cc2[N+](=O)[O-])cc1	-3.1
CC(=O)Nc1ccc(NC(=O)C2CCN(S(=O)(=O)c3ccc4c(c3)CCCC(=O)N4)CC2)cc1	8.6
Cc1cn(C(=O)c2cccc(Br)c2)c(C)n1	-10.1
COc1cccc(Oc2ncnc3sc4c(c23)CCCCC4)c1	6.2
CCCC(=O)N1c2ccccc2-c2nnc(SC)nc2OC1c1ccc(-c2ccc(Cl)cc2)o1 (stereo not given)	-7.8
CCn1c2ccccc2c2cc(NS(=O)(=O)c3ccc(Cl)cc3)ccc21	4.0
c1ccc(CC(c2ccccn2)C2c3ccccc3Sc3ccccc32)nc1 (stereo not given)	-5.4
CC(=O)NC(=O)CN1CCCC1=NC#N	-8.7
CCN1CCN(c2ccc(NS(=O)(=O)c3c(C)nc4sccn4c3=O)cc2Cl)CC1	-1.1
CCOC(=O)c1c(Cl)ccc(Cl)c1C(=O)OCC	3.1
CCCOc1ccc(CNC(=O)Cn2c(=O)oc3ccccc32)cc1	-12.0
O=C(O)c1sccc1-c1ccsc1C(=O)O	-1.0
Cc1cc(Nc2ccccc2O)nc(C)n1	-0.4
O=C1C(=O)N(CCCn2ccnc2)C(c2cccs2)C1C(=O)c1cc2ccccc2o1 (stereo not given)	-7.2
COCCCNc1nc2c(c(=O)[nH]c(=O)n2C)n1CC(O)COc1ccc(Cl)cc1 (stereo not given)	-0.5
C=CCn1c(SCCC(=O)Nc2ccc(F)cc2)nc2sc3c(c2c1=O)CCC3	-0.7
O=C(C[n+]1cc2ccccc2c2ccccc21)c1ccccc1	12.4

# Carrying on.
SMILES | ROC1-CUL1 inh
C#CCSc1nc2c(c(=O)n1CC1CCCC1)C1(CCCC1)Cc1ccccc1-2 | 5.8
CCOc1ccc2nc(N3CCCC(C(=O)NCc4ccc(C)cc4)C3)sc2c1 (stereo not given) | 7.3
CCOc1cccc(/C=N/NC(=O)CSc2nnc(-c3ccccc3)n2-c2ccc(C)cc2)c1O | -4.9
O=C(O)c1ccc(-c2ccc(C(=O)O)c(C(=O)O)c2)cc1C(=O)O | 10.6
O=S(=O)(NCCc1csc2nc(-c3ccc(Cl)cc3)nn12)c1cccs1 | -2.9
COc1ccccc1OCc1nnc(SCC(=O)Nc2c(F)cc(F)cc2Br)n1C | 1.1
COc1cccc(CNC(C)c2ccccc2)c1OCc1ccccc1F (stereo not given) | -1.5
O=C(c1ccc(Br)o1)N1CCN(c2ccccn2)CC1 | 0.3
O=C1C2CN=NC2C(=O)N1c1cccc(Cl)c1 (stereo not given) | 1.4
Cc1c(Cl)cccc1NC(=O)c1nnn(-c2ccc(F)cc2)c1C | -14.7
O=C(/C=C/c1cccs1)Nc1ccncc1 | 4.7
O=C(O)c1c(-c2ccccc2)c(-c2ccccc2)nc2ccccc12 | -8.6
O=C(C=Cc1ccccc1O)c1ccccc1 | 0.6
Cc1ccc(C(C)NC(=O)c2c(-c3ccccc3)noc2C)c(C)c1 (stereo not given) | 9.9
C/C(=C\C(=O)NC(C)(C)C)OC(=O)c1cc(Cl)ccc1N | 6.2
Cc1cc(O)c2c(C)c(CC(=O)NCc3ccccc3Cl)c(=O)oc2c1 | -5.5
CN(C)c1ccc(/C=C/C(=O)C(C(=O)c2ccccc2)=C2SCCCCS2)cc1 | 20.3
O=C(/C=C/c1ccc(Br)cc1)NCCCCc1ccccc1 | 7.9
COc1ccccc1CNC(=O)CN1C(=O)CCCc2ccccc21 | 2.4
CCOC(=O)N1CCC(NCc2cc(OC)ccc2OCC(O)CN(C)C)CC1 (stereo not given) | 0.8
CCC(=O)Nc1ccccc1C(=O)OCc1cc(=O)n2cc(C)sc2n1 | -12.1
Cc1ccc(C)c(OCC(=O)N(C)C)c1 | -2.4
CCOC(=O)c1c(CN2CCN(c3ccccc3C)CC2)n(-c2ccccc2)c2ccc(O)cc12 | -1.9
Cc1cc(C)n(-c2nc(N/N=C/c3cccs3)nc(Nc3ccccc3)n2)n1 | 3.6
COc1ccc([C@@H]2C[C@H]3CN(Cc4cccc(Cl)c4)C(=O)[C@]34CCCN24)cc1 | 6.9
Cc1c(C(=O)Nc2ccc(Cn3cc(Br)cn3)cc2)c(-c2ccccc2)nn1-c1ccccc1 | -10.1
CCCCOc1cccc(/C=N/NS(=O)(=O)c2ccc(NC(C)=O)cc2)c1 | 3.5
O=C(CSc1nc2c([nH]c3ccccc32)c(=O)n1-c1ccc(F)cc1)NCc1ccccc1 | -4.2
O=C(CSc1nnc(-c2ccccc2)o1)c1ccc(Cl)cc1 | -2.2
CCC(CC)C(=O)Nc1cc(C)ccn1 | 0.6

# The closing three entries of the part before come first, to join the parts:
SMILES | ROC1-CUL1 inh
O=C(CSc1nc2c([nH]c3ccccc32)c(=O)n1-c1ccc(F)cc1)NCc1ccccc1 | -4.2
O=C(CSc1nnc(-c2ccccc2)o1)c1ccc(Cl)cc1 | -2.2
CCC(CC)C(=O)Nc1cc(C)ccn1 | 0.6
CCCCCCCCCCCC[n+]1ccc(/C=C/c2ccc(N(C)C)cc2)cc1 | 61.8*
O=C(CSCc1ccc(Cl)cc1)N/N=C/c1ccc(-c2ccc(Br)cc2)o1 | -3.1
COc1ccc(OC)c(NC(=O)N2CCN(Cc3nc4ccc(C)cc4o3)CC2)c1 | -8.8
COc1ccc(CCNC(=O)c2cnc3sc(N4CCCC4)nn3c2=O)cc1OC | -1.0
Cc1ccc(NC(=O)C(Cc2ccccc2)NC(=O)OC(C)(C)C)cc1C (stereo not given) | -5.0
Cc1ccc(C2C=C(C(=O)O)Nc3ncnn32)cc1 (stereo not given) | -3.9
O=c1cc2nc(-c3ccccc3F)nc(SCc3ccc(Br)cc3)n2[nH]1 | 2.4
COc1ccccc1NC(=O)COc1ccc(Br)cc1CC1=NC(=O)NC1=O | -3.6
Cc1cccc(-c2n[nH]c(=S)n2-c2ccccc2)c1 | 1.7
N#C/C(=C\c1ccc(OCc2ccc(Cl)cc2Cl)cc1)c1nn(CCO)c(N)c1C#N | -3.1
COC(=O)CNC(=O)C1CCN(S(=O)(=O)c2cccc3nsnc23)CC1 | -4.1
O=C(O)CCc1nc2ccc3ccccc3c2s1 | 2.4
Cc1nnc2sc(Cc3ccccc3)nn12 | -4.6
COC(=O)CCCC(=O)N1CCCC(CCc2cccc(F)c2)C1 (stereo not given) | 4.1
CCCC(=O)Nc1cc(C(=O)NC2CCCCC2)ccc1Cl | -5.3
CCOC(=O)c1cn(CC)c2cc(N(C)CCc3ccc(OC)c(OC)c3)c(F)cc2c1=O | -3.0
CN(C)CCCN=C1CC(=O)OC12CCCCC2 | -0.9
Cc1ccc(C(=O)O)cc1NC(=O)C(C)Oc1ccc(C(C)(C)C)cc1 (stereo not given) | -1.6
CCOC(=O)c1ccc(NC(=O)CC(C)n2nc(C)cc2C)cc1 (stereo not given) | -14.5
COCCNC(=O)C1CCN(c2nc(C)c3cc(C)c(C)cc3n2)CC1 | -4.4
CCOC(=O)C(C(=O)OCC)c1ccc(OC)cc1[N+](=O)[O-] | 2.1
COCCCNC(=O)CSc1nc2nc(C)c(Cc3ccccc3Cl)c(C)n2n1 | -8.4
COc1ccc(OC)c(C2C3=C(CC(C)(C)CC3=O)N=C(C)C2C#N)c1 (stereo not given) | 0.3
COc1ccc(Cn2c(C)nc([N+](=O)[O-])c2S)cc1[N+](=O)[O-] | -6.0
CN(CC1CCN(CCc2ccc(Cl)cc2)CC1)C(=O)Cn1cncn1 | 4.3
COC(=O)C(NC(=O)COc1ccccc1)(Nc1ccc(Cl)cn1)C(F)(F)F (stereo not given) | 4.6
COc1ccc2ccccc2c1/C=N/n1c(-c2ccccc2)n[nH]c1=S | -2.6
Cc1ccc(OCC(=O)Nc2cccc(O)c2)c(C)c1 | -5.5
CC1CCc2cc(F)ccc2N1C(=O)c1ccc(Cl)c(Cl)c1 (stereo not given) | 10.4
CCOc1cccc(NC(=O)OC(C)(C)C)c1 | 6.4
CC(C(=O)NCc1ccccc1Cl)n1ccc2cc(S(=O)(=O)N3CCCCC3)ccc21 (stereo not given) | 3.9
O=C(O)CC(CCc1ccccc1)c1ccccc1 (stereo not given) | -1.9
O=C(Cn1cc(S(=O)(=O)Cc2ccc(F)cc2)c2ccccc21)NCCc1ccccc1 | -0.6
COC(=O)c1ccccc1C(=O)N1CCCC(c2nc(-c3ccncc3)ncc2-c2ccccc2C)C1 (stereo not given) | 5.1
Cc1sc(NC(=O)C2CCCO2)c(C(N)=O)c1-c1ccc(F)cc1 (stereo not given) | -5.0
Cc1sc(NC(=O)c2ccccc2F)c(CN2CCN(c3ccccc3F)CC2)c1C | 3.5
CC(=O)C(C(C)=O)=C1SCC(c2ccccc2)S1 (stereo not given) | 10.5
O=C(N=C1SC2CS(=O)(=O)CC2N1c1ccccc1)c1ccccc1 (stereo not given) | 8.4
Fc1ccc2c(c1)C=Cc1ccccc1S2 | -9.8
CCn1cc(C(=O)N2CCN(c3ccccc3F)CC2)c(=O)c2cc(S(=O)(=O)N(C)C3CCCCC3)ccc21 | 2.7
CC(=O)Nc1ncc(Br)cc1C | 6.2
Nc1nc(-c2ccc(F)cc2)cs1 | -3.4
CCCCC1(C(C)(C)C)NS(=O)(=O)c2ccccc21 (stereo not given) | 2.8
